Compound activity from PubChem BioAssay.
Pol beta inh: inhibitors of human DNA polymerase beta | AID 485314 | 340,000 tested, 1.3% active | P06746 | Potency, µM (titrated, usually from 114 µM), inactives show at the highest dose activity change, negative = inhibition, usual class: inhibitors | Pol beta primer extension/strand displacement, fluorescence kinetic; further: potency means the concentration at half of the fitted maximal effect; on the % scale 0 is the no-effect control and ±100 the full control effect
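Kinetic readout of DNA synthesis with strand displacement by Pol beta. Compound and 10 nM enzyme sit 15 min at room temperature; 50 nM substrate starts the reaction, read immediately and at 10 min.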
RGS4 inhibitor: inhibitors of human regulator of G protein signaling 4; P49798; Transcreener GDP fluorescence polarization, RGS4-accelerated GTP hydrolysis; Potency, µM (doses to about 114 µM), for inactives: at the top dose activity change, negative = inhibition, hits mostly inhibitors; 390,000 tested, 0.039% active; AID 504845; further: potency means the concentration at half of the fitted maximal effect; on the % scale 0 is the no-effect control and ±100 the full control effect; nearly all actives have a fitted effect of over 75% in size; some results filed as inactive show a strong effect at the top dose
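MLSMR compounds (23 nl, pin-transferred) preincubated 10 min at room temperature with a 500nM (2x) first reagent, then RGS4 at 900nM (2x) plus Transcreener GDP mix added; fluorescence polarization (620/688 nm) read before and after 90 min at 30 °C.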
POLK inh: DNA polymerase kappa (human) inhibition; AID 588579; Potency, µM (series often up to 107 µM), for the others: at the highest dose activity, negative = inhibition, hits mostly inhibitors; 400,000 tested, 0.53% active; purified Pol kappa, fluorescent DNA synthesis assay, 10 min; further: potency means the concentration at half of the fitted maximal effect; on the % scale 0 is the no-effect control and ±100 the full control effect
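Fluorescent qHTS in 1536-well format: enzyme (10 nM) and compound sat 15 min at room temperature before 50 nM substrate (final) was added. Signal taken at 0 and 10 min; no-enzyme buffer wells were negative controls.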
12-LOX inh: blocks human arachidonate 12S-lipoxygenase | P18054 | purified 12hLO, xylenol orange hydroperoxide absorbance | Potency, µM (top dose mostly 108 µM), without a hit: at the top dose activity change, negative = inhibition, actives largely listed as inhibitors | AID 1671190 | 580,000 tested, 1.1% active; further: potency means the concentration at half of the fitted maximal effect; on the % scale 0 is the no-effect control and ±100 the full control effect
Target sequence (P18054 whole entry, looked up): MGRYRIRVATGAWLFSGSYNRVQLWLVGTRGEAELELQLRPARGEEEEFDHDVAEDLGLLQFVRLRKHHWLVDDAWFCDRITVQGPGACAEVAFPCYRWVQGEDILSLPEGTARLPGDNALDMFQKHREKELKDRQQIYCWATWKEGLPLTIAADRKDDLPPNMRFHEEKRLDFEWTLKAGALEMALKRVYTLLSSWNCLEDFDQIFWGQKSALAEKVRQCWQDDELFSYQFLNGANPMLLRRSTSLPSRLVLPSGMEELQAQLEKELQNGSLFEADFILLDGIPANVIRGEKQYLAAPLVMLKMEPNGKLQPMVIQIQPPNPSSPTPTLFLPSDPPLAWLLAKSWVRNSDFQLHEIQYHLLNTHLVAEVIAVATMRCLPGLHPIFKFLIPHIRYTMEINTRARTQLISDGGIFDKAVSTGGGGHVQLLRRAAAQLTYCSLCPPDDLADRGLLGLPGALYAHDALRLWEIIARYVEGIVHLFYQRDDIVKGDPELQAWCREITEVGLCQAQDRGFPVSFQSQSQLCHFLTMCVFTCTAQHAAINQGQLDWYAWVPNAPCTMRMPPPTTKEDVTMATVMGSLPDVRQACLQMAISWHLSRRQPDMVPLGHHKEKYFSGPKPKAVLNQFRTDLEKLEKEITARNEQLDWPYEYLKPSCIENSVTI
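Hydroperoxide product was detected by ferrous iron/xylenol orange as the 573 to 405 nm absorbance ratio. Arachidonic acid at 40 uM (final) was turned over for 30 min at room temperature by 150 nM human 12hLO, pH 7.0 Hepes buffer, after 15 min compound preincubation.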
Apoferritin bind: candidate novel general anesthetic via apoferritin binding; P02791; apoferritin/1-aminoanthracene competitive binding, fluorescence; Potency, µM (titrated, usually from 77.5 µM), without a hit: at the highest dose activity change, negative = displacement, actives largely listed as inhibitors; 350,000 tested, 0.074% active; further: potency means the concentration at half of the fitted maximal effect; on the % scale 0 is the no-effect control and ±100 the full control effect; nearly all actives have a fitted effect of over 20% in size
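Read-out: endpoint 1-AMA fluorescence, excitation 380 nm and emission 535 nm, after compounds sit 10 min at room temperature with 10 uM horse-spleen apoferritin in 50% saturated 1-AMA/PBS. Values come from four-parameter Hill fits.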
Pol eta inh: blocks human DNA polymerase eta activity | Q9Y253 | 390,000 tested, 1.2% active | recombinant Pol eta, fluorescent DNA replication assay | Potency, µM (top dose mostly 114 µM), without a hit: top-dose activity change, negative = inhibition, actives largely listed as inhibitors; further: potency means the concentration at half of the fitted maximal effect; on the % scale 0 is the no-effect control and ±100 the full control effect
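Fluorescent replication assay: 50 nM final substrate added after a 15 min room-temperature compound preincubation with 10 nM enzyme. Signal taken at 0 min and again at 10 min.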
LDHA block: blocks human lactate dehydrogenase A; purified LDHA, NADH/diaphorase-resazurin fluorescence; stronger effect = lower value; activity change, % (values are at about 110 or 230 µM); 480,000 tested, 0.15% active; AID 1347041; in the data active means activity change below about -30%; inconclusive means mostly about -25% to -30%;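 further: plate controls were DMSO wells for no effect and wells without enzyme for full effect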
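Enzyme activity of human lactate dehydrogenase 5 (2 nM; 0.06 mM NADH, 0.2 mM pyruvate, 5 min, RT) is measured via a resazurin/diaphorase fluorescence readout of residual NADH.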
ERG Ets-DNA blk: ERG Ets/DNA interaction inhibition; P11308; fluorescence polarization, His-ERG Ets domain / labelled DNA; Potency, µM (doses to about 76.9 µM), for inactives: at the highest dose FP activity, negative = inhibition, usual class: inhibitors; 370,000 tested, 0.028% active; active means well fitted inhibition curve with a large enough effect in the polarisation, with a control signal flat; inconclusive means small, poorly fitted or top-dose-only effect, or effect the other way, or a change in a side signal; inactive means no such curve, though single readings can be large or run the other way; the % refers to the polarisation;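 further: polarization taken with two DNA probes labelled with fluorescein and Texas red; potency means the concentration at half of the fitted maximal effect; % of control where 0% means no effect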
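His-tagged ERG Ets domain (1 uM in the protein solution; 300mM KCl, 50mM Tris-HCl, 1mM EDTA, 1mM DTT, pH 7.5) received compound, then a probe mix of 5 nM fluorescein-DNA and 100nM Texas-615-DNA. Fluorescence polarization was read for both dyes.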
APE1 inh: blocks human APE1 abasic DNA cleavage; P27695; recombinant APE1, TAMRA/BHQ-2 abasic DNA cleavage fluorescence; Potency, µM (top dose mostly 65.8 µM), for inactives: at the top dose activity change, negative = inhibition, actives largely listed as inhibitors; 350,000 tested, 0.35% active;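 further: potency means the concentration at half of the fitted maximal effect; plate controls were vehicle for no effect and reference inhibitor for full effect; nearly all actives have a fitted effect of over 55% in size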
Target sequence (P27695 whole entry, looked up): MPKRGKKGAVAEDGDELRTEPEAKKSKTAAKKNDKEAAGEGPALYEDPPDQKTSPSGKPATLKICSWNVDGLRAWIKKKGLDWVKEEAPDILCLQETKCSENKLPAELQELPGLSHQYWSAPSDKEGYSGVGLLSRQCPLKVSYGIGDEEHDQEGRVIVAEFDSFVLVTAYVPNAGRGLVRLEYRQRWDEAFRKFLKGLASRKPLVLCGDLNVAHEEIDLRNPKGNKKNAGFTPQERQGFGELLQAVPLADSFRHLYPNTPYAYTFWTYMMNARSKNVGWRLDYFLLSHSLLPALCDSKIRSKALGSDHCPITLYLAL
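Measures dequenching upon AP-site incision of a 5'-TAMRA/3'-BHQ-2 THF-containing duplex, 50 nM; human APE1 0.75 nM after 15 min room-temperature exposure to compound; kinetic three-point read at one-minute spacing.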
* marks the source's active call; other numbers are inactive results; ? = inconclusive; . = not tested or not shown; [ ] = another dose, or the depositor's remark. Unless noted, the call rests on the fitted dose curve; in most records, active means well fitted curve in the direction sought with a large enough effect; inconclusive means small, poorly fitted or top-dose-only effect, or another doubt; inactive means no such curve, though single readings can be large; an effect the other way counts as inactive or inconclusive.

SMILES	Pol beta inh	RGS4 inhibitor	POLK inh	12-LOX inh	Apoferritin bind	Pol eta inh	LDHA block	ERG Ets-DNA blk	APE1 inh
COC(=O)c1ccc(N2CCN(CC(=O)c3ccc(C)cc3)CC2)c([N+](=O)[O-])c1	.	6%	-7%	-12%	.	-1%	4	0%	.
CCn1cc(C(=O)N2CCN(c3cccc(Cl)c3)CC2)c(=O)c2cc(S(=O)(=O)N3CCCCC3)ccc21	19%	11%	0%	-14%	-22%	-5%	-7	0%	.
c1ccc(CNCc2ccc3c(c2)OCO3)nc1	16%	-3%[11.4 µM]	-5%	-7%	-9%	0%	0	-1%	4%
O=C(COC(=O)c1ccc([N+](=O)[O-])s1)NCCc1ccccc1	.	18%	?	.	.	?	3	6%	?
CC12CCC(=O)N1C(C(=O)NNC(=O)COc1ccc(Br)cc1)CS2 (centres undefined)	.	1%	-12%	-4%	.	0%	-3	-1%	0%
Cc1csc2c(NC3CCN(Cc4ccccc4)CC3)ncnc12	0%	4%	6%	0%	2%	-5%	-7	9%	-2%
O=S(=O)(c1cc(Cl)ccc1Cl)N1CCC2(CC1)OCCO2	3%	16%	-2%	4%	-16%	-8%	-2	0%	16%
CCOc1ccc(C2C(C(=O)/C=C/c3ccco3)=C(O)C(=O)N2CCN2CCOCC2)cc1OC (centres undefined)	10%	-13%	-40%	?	-8%	?	23	12%	-5%
COc1ccc(N2C(=NC(=O)C3CCCCC3)SC3CS(=O)(=O)CC32)cc1OC (centres undefined)	16%	11%	-5%	-30%	-2%	0%	-1	13%	31%
CCOC(=O)C1CCCN(C(=S)NC(=O)c2cc(Br)ccc2Cl)C1 (centres undefined)	.	-27%	-1%	-8%	.	-16%	-8	-3%	?
CC(C)OP(C)(=O)CN1CCN(CP(C)(=O)OC(C)C)CC1 (centres undefined)	?	-13%	0%	-24%[57.4 µM]	-16%	-13%	-3	.	3%
O=[N+]([O-])c1ccc(N/N=C/c2cccs2)nc1	.	19%	-12%	-7%	.	1%	-7	-1%	.

Gathered by group, the compounds so far containing a Cl atom (three)
SMILES	Pol beta inh	RGS4 inhibitor	POLK inh	12-LOX inh	Apoferritin bind	Pol eta inh	LDHA block	ERG Ets-DNA blk	APE1 inh
CCn1cc(C(=O)N2CCN(c3cccc(Cl)c3)CC2)c(=O)c2cc(S(=O)(=O)N3CCCCC3)ccc21	19%	11%	0%	-14%	-22%	-5%	-7	0%	.
O=S(=O)(c1cc(Cl)ccc1Cl)N1CCC2(CC1)OCCO2	3%	16%	-2%	4%	-16%	-8%	-2	0%	16%
CCOC(=O)C1CCCN(C(=S)NC(=O)c2cc(Br)ccc2Cl)C1 (centres undefined)	.	-27%	-1%	-8%	.	-16%	-8	-3%	?

Part of the list above, showing only RGS4 inhibitor.
SMILES	RGS4 inhibitor
CC(C)OP(C)(=O)CN1CCN(CP(C)(=O)OC(C)C)CC1 (centres undefined)	-13%
O=[N+]([O-])c1ccc(N/N=C/c2cccs2)nc1	19%

(cont.)
SMILES	Pol beta inh	RGS4 inhibitor	POLK inh	12-LOX inh	Apoferritin bind	Pol eta inh	LDHA block	ERG Ets-DNA blk	APE1 inh
O=C1NC[C@H](Cc2ccccc2)N(CC2CCN(CCC3CCCC3)CC2)C1=O	.	21%	-12%	8%	.	-9%	-5	9%	.
Cc1cccc(-c2noc(CNC(=O)c3ccc4c(c3)OCO4)n2)c1	29%	-3%	0%	-5%	-19%	-28%	-8	-3%	-11%
COc1ccccc1/C=N/NC(=O)CN(C1=NS(=O)(=O)c2ccccc21)c1ccccc1	-1%	5%	-14%	14%	-3%	-16%	2	3%	?
COc1ccc(OC2CCN(S(=O)(=O)c3ccc(C(C)=O)cc3)CC2)cc1	2%	25%	-10%	-7%	-20%	-12%	0	-9%	-1%
CCOc1ccc(N2C(=O)/C(=C/c3cccs3)N(C)C2=S)cc1	19%	-42%	-9%	0%	0%	-17%	-5	-8%	-1%
COC(=O)[C@@]12CCCN1[C@H](c1ccc(-c3ccc4c(c3)OCO4)cc1)[C@H]1C(=O)N(C)C(=O)[C@H]12	.	0%	7%	-8%	.	-17%	0	7%	26%
Cc1ccc(-n2c(=O)cc(N3CCCCCC3)[nH]c2=O)cc1	37%	3%	9%	21%	11%	-10%	2	4%	1%
COc1ccc(CCNC(=O)c2ccc3nc(Cc4ccccc4)oc3c2)cc1OC	-1%	-22%	-4%[60.1 µM]	-26%	?	-18%	2	0%	.
COc1ccccc1NC(=O)Cc1nnc(SCC(=O)NC2CCCC2)n1C	30%	-1%	0%	-1%	-3%	-2%	-6	3%	23%
COc1cccc(C2c3[nH]c4ccccc4c3CCN2CCCn2cccn2)c1 (centres undefined)	25%	22%	1%	-10%	-4%	-27%	-1	1%	0%
Cc1ccc(F)cc1NC(=O)c1c(-c2ccccc2)noc1C	25%	-25%	-2%	31%[activator]	-13%	-19%	-5	-1%	-3%
O=C(CCNS(=O)(=O)c1ccccc1)NNC(=O)COc1ccccc1F	.	-6%	-23%	186%[activator]	.	-20%	-18	-6%	-6%

Next section.
SMILES	Pol beta inh	RGS4 inhibitor	POLK inh	12-LOX inh	Apoferritin bind	Pol eta inh	LDHA block	ERG Ets-DNA blk	APE1 inh
COc1ccccc1C(=O)Nc1cc(-c2cccc(Br)c2)nn1-c1ccccc1	11%	18%	-15%[60.1 µM]	-20%	46%[activator]	-4%	-4	-1%	.
O=C(NC(NC(=O)c1ccccc1)c1cccc([N+](=O)[O-])c1)c1ccccc1	14%	-10%	5%	-15%	-16%	-17%	-2	-4%	-1%
CCCC(=O)Nc1cc(C(=O)O)ccc1S(=O)(=O)c1ccc(Cl)cc1	7%	-2%	-15%	-13%	4%	-14%	-1	-2%	1%
Cc1c(Br)c([N+](=O)[O-])nn1C(C)C(=O)Nc1nccs1 (centres undefined)	-25%	2%	1%	16%	-22%	6%	4	8%	12%
CC(/C=C/c1ccc2c(c1)OCO2)=N\NC(=O)COc1ccccc1C	-18%	9%	8%	-4%	-17%	-9%	-3	-1%	?
Fc1cccc(NC(=S)Nc2ccc(Br)cc2)c1	34%	7%	-13%	?	-11%	?	0	2%	-4%
Cc1cccc(NC(=O)CSc2ccc(-c3ccccn3)nn2)c1C	5%	-35%	5%	4%	-1%	-18%	-8	-12%	8%
CCn1cc(S(=O)(=O)c2ccccc2)c(=O)c2cc(C)ccc21	8%	23%	-25%	-3%	-6%	-15%	-9	0%	.
CC(=O)OCC(=O)Nc1ccc(SC(F)F)cc1	-11%	-27%	-7%	-7%	-11%	-4%	-2	0%	-6%
O=C(OCc1ccc(F)cc1Cl)c1ccccn1	6%	9%	2%	-22%	-22%	-11%	2	-5%	0%
COc1ccc(N2CC(C(=O)Nc3ccccc3C(=O)NC3CC3)CC2=O)cc1 (centres undefined)	-5%	2%	-8%	0%	14%	-18%	-5	-9%	26%
O=C(Nc1ccc(OC(=O)c2ccccc2)c(-c2nc3ccccc3s2)c1)c1ccccc1	33%	4%	-1%	0%	-17%	10%	1	2%	-2%

Quoted from the listing:
ERG Ets-DNA blk result of COc1ccccc1C(=O)Nc1cc(-c2cccc(Br)c2)nn1-c1ccccc1 → -1%
RGS4 inhibitor result of Fc1cccc(NC(=S)Nc2ccc(Br)cc2)c1 → 7%
Pol eta inh result of COc1ccc(N2CC(C(=O)Nc3ccccc3C(=O)NC3CC3)CC2=O)cc1 (centres undefined) → -18%

(list continues)
SMILES	Pol beta inh	RGS4 inhibitor	POLK inh	12-LOX inh	Apoferritin bind	Pol eta inh	LDHA block	ERG Ets-DNA blk	APE1 inh
COc1ccccc1NC(=O)C(=O)c1cn(CC(=O)N2CCCC2)c2ccccc12	22%	-5%	2%	-21%	-14%	-16%	1	1%	-14%
O=C(CCC(=O)NNC(=O)Cc1ccccc1)NCc1ccccc1	83%	-24%	-1%	18%	0%	-11%	-1	5%	-9%
CC1=Nn2c(nnc2-c2ccccc2F)SC1	?	10%	-14%	0%	3%	-2%	-4	-1%	6%
Cn1c(SCC(=O)N2c3ccccc3CCc3ccccc32)nnc1-c1ccc(O)cc1	5%	5%	-1%	-11%	-18%	-5%	-4	11%	4%
COc1cc(-c2c(C(C)=O)c(C)nc3c2C(=O)c2ccccc2-3)cc(OC)c1OC	1%	-12%	-18%	-5%	-5%	-10%	-5	-5%	17%
Cc1ccc(CSc2nc3ccc(NC(=O)C(C)C)cc3s2)cc1	3%	34%	-12%	-7%	-9%	-6%	-5	1%	.
COc1cccc(C(=O)NNC(=O)Cc2ccc([N+](=O)[O-])cc2)c1	2%	-2%	-19%	13%	3%	-10%	-4	-2%	1%
O=C(CCSCc1cccc(F)c1)NCc1ccccc1	12%	19%	-11%[60.1 µM]	-19%	-11%	12%	-2	2%	.
Cc1nnc(Nc2ccc(O)cc2)[nH]c1=O	-20%	-9%	-8%	-1%	-1%	-18%	8	11%	?
O=C(NC1CCCCC1)c1ccccc1-c1ccccc1	2%[57.1 µM]	-18%	-17%	-3%	-9%	-8%	-9	-11%	-2%
C/C(=N\NC(=O)c1c([N+](=O)[O-])c(C)nn1C)c1ccc(NC(=O)c2ccc(C)o2)cc1	-7%	-29%	4%	4%	-10%	-12%	0	-14%	0%

The list is partial; the hit share may differ from the screen's.
